TAG inh: inhibitors of triacylglycerol accumulation; H9c2 cells, Nile Red lipid (TAG) fluorescence; cells loaded with 200 µM oleic acid; inhibition, % at 12.5 µM; 230,000 compounds, 0.66% hits;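 active = pattern-corrected inhibition of lipid staining of at least 50% with the nuclear-stain viability signal not falling by more than 50%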;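 also: 0% = DMSO wells and 100% = triacsin C control wells; some results filed as inactive read as strong as hits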
TAG inh DAPI viability: further read-out of TAG inh, marked with its call; DAPI nuclei signal change (viability), lower = more cytotoxic, %;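 whole-well DAPI fluorescence read on a plate reader as a viability signal; minus 50 percent equals half of cells still viable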
* marks the source's active call; other numbers are inactive results. This is a subset, so the mix of outcomes need not match the whole.

SMILES	TAG inh	TAG inh DAPI viability
CCN(CC(=O)Nc1cccc(S(=O)(=O)N2CCCCC2)c1)Cc1ccccc1	-31	0
CN1CCN(NC(=O)/C=C/c2cccc(Cl)c2)CC1	3	4
COCCNC(=O)[C@H]1C[C@@H]1[C@H](NP(=O)(c1ccccc1)c1ccccc1)c1ccccc1	-6	-9
Cn1cccc1-c1nc2ccc(NC(=O)c3ccco3)cc2[nH]1	10	3
Oc1c(C=Nc2ccc(Cl)cn2)sc2ccccc12	-1	2
Cc1noc(C)c1C(=O)N1CCN(S(=O)(=O)c2cccs2)CC1	3	-1
Cc1nc(NCc2ccco2)nc2c1C(=O)CC(C)C2 (stereo unspecified)	-15	8
O=C(O)/C=C/C(=O)NCc1ccccn1	-10	2
COc1cccc(O)c1CN1CCC(C(=O)Nc2ccc(Oc3cccnc3)cc2)CC1	-11	-9
O=C(COC(=O)Cc1ccccc1F)Nc1cc(S(=O)(=O)N2CCOCC2)ccc1N1CCCC1	-16	5
COc1ccc(CCNC(=O)CSc2nc3c(sc(=S)n3-c3ccccc3)c(=O)[nH]2)cc1OC	0	9
CCN(CC)S(=O)(=O)c1ccc(OC)c(NC(=O)c2cc(=O)[nH]c3ccccc23)c1	1	-7
Cc1noc(/C=C/c2cccs2)c1S(=O)(=O)N1CCC(C(=O)NCCCN2CCC(C)CC2)CC1	12	27
O=C(NNC(=S)Nc1ccccc1)c1ccncc1	9	-5
CC(=O)N=C1SC2CS(=O)(=O)CC2N1Cc1ccc(C)cc1 (stereo unspecified)	29	-26
COc1cc2cc(C)c3nnc(SCC(=O)Nc4cc(C)on4)n3c2cc1OC	5	6
COc1cc(C2c3c(-c4ccccc4O)n[nH]c3C(=O)N2Cc2ccco2)cc(OC)c1OC (stereo unspecified)	-5	-1
CCCn1c(N)c(C(=O)CSc2nnc(-c3cccs3)n2C2CC2)c(=O)[nH]c1=O	9	-5
O=C(/C=C/c1cccc2ccccc12)c1ccncc1	-15	5
CCOc1ccc(S(=O)(=O)/N=C(/c2ccccc2)N(C)C)cc1	2	20
CC1(C)CC(=O)/C(=N/Nc2ccc(Cl)cc2)CO1	-5	-3
Cc1cc(NC(=O)CSc2nnc(-c3ccncc3)n2-c2ccc(F)cc2)no1	4	1
CCCC(C(=O)NNC(=O)c1ccncc1)c1ccccc1 (stereo unspecified)	1	5
CC(=O)Nc1nnc(SCC(=O)Nc2nc(C)cs2)s1	3	-6
Cc1cc(/N=C/C=C2/N(C)c3ccccc3C2(C)C)n(CCC#N)n1	4	-7
SMILES	TAG inh	TAG inh DAPI viability
CC(CCc1ccccn1)C(=O)C(C)CCc1ccccn1 (stereo unspecified)	-2	1
CN(C(=O)NC1CCCCC1)[C@H]1C[C@H]2c3[nH]c4ccccc4c3CCN2C(=O)[C@H]1CO	18	12
O=C(Nc1cccc2cccnc12)c1csc(COCCO)n1	-13	-1
COC(=O)Cc1c(O)ccn(C2CC2)c1=O	-33	15
Cc1ccc2c(CC(=O)Nc3sccc3C(N)=O)coc2c1	-9	2
CCCNC(=O)c1ccc(CNc2c(N3CCC(C(=O)OCC)CC3)c(=O)c2=O)cc1	-8	9
CCOc1ccc(C(=O)NC(C(=O)N2CCC2)C(C)C)cc1 (stereo unspecified)	1	-1
COc1ccc(-c2cc3ncc(C(C)=O)c(C)n3n2)cc1	17	39
CO/N=C(/CNC(=O)c1ccc(F)cc1)c1ccc(Cl)cc1	22	-18
COc1ccc(NS(=O)(=O)c2ccc(C)c(C(=O)N(C)CCc3ccc(OC)c(OC)c3)c2)cc1	-1	1
COc1ccc(CC2(CO)CCN(CC3=Cc4cc(Cl)ccc4OC3)CC2)cc1	-16	12
COc1ccc(-c2nnc(COc3ccc4ccccc4c3)o2)cc1OC	-17	0
Fc1cccc(Cc2noc(CN3CCCCC3CCc3ccccn3)n2)c1 (stereo unspecified)	-8	8
O=C(COC(=O)c1ccc(S(=O)(=O)N2CCCC2)cc1)Nc1ccc(F)cc1F	6	-3
COc1ccccc1-c1nnc(NC(=O)C(C)SC2=NCCS2)s1 (stereo unspecified)	9	0
COc1cccc(N2CCN(c3ccc(S(=O)(=O)N4CCN(C)CC4)cc3[N+](=O)[O-])CC2)c1	2	1
CCOc1ccc(Cl)cc1-c1cc(C(=O)NCc2cc(C(F)(F)F)cc(C(F)(F)F)c2)[nH]n1	4	-1
CC1=NN(c2nc(N)nc(/C(C#N)=C/c3ccc([N+](=O)[O-])o3)n2)C(C)(C)C1	49	-71
COc1ccc(O)c(C2(O)C(=O)c3ccccc3C2=O)c1	-3	4
C/C(=N\NC(=S)NCc1ccccc1)c1ccc(Br)cc1	-25	1
CC(=O)c1cccc(NC(=S)Nc2ccc(F)cc2)c1	-6	-6
Cc1ccc(S(=O)(=O)N(C)CC(=O)OCC(=O)NCCc2ccc(S(N)(=O)=O)cc2)cc1	-4	2
Cn1c(SCC(=O)N2CCN(C(=O)c3ccco3)CC2)nnc1-c1ccc(NS(C)(=O)=O)cc1	3	-7
O=C1CCCC2=C1C(c1ccco1)Nc1ccc3ccccc3c12 (stereo unspecified)	-15	-3
Cn1c(Cc2cccs2)nnc1SCC(=O)Nc1ccccc1F	6	2
SMILES	TAG inh	TAG inh DAPI viability
COc1cc(C(=O)NCC2CCCN2S(=O)(=O)c2cccs2)cc(OC)c1OC (stereo unspecified)	-6	9
CN(C(=O)COC(=O)c1ccc(=O)n(Cc2ccccc2)n1)c1ccccc1	-2	-4
COc1ccc(C(=O)Nc2ccc3ccccc3n2)c(OC)c1OC	-8	-1
CCN(C(=O)C1CSC2(C)CCC(=O)N12)c1nc2c(C)cccc2s1 (stereo unspecified)	-3	-1
C[C@@H]1CCCCO[C@H](CN(C)Cc2ccc(C(F)(F)F)cc2)[C@H](C)CN([C@@H](C)CO)C(=O)c2cc(NC(=O)Cc3ccccc3)ccc2O1	23	-9
CCN(CC)CCCC(C)NC(=O)c1cc(=O)c2ccccc2o1 (stereo unspecified)	3	0
O=C(C[C@H]1C/C=C/CC[C@@H](Cc2ccc(F)cc2)C(=O)O[C@@H](c2ccccc2)CNC1=O)NCCO	-43	4
COc1ccc(NC(=O)CCCCn2c(=O)[nH]c3ccccc3c2=O)cc1	11	2
N#Cc1cn(CC(=O)O)c2ccccc12	3	0
CCCN(CCC)c1nc(Cl)nc(NCc2ccco2)n1	-110	0
COc1ccc(NC(=O)N2CCN(C(=O)Nc3ccc(OC)cc3)CC2)cc1	3	-3
CNC(=S)N(CCc1c(C)[nH]c2ccc(C)cc12)Cc1cccnc1	5	-8
Cc1ccc(S(=O)(=O)NCCC(=O)N2CCN(S(=O)(=O)c3cccc(F)c3)CC2)cc1C	0	0
COc1ccc(C)cc1S(=O)(=O)N1CCC(C(=O)N2CCOCC2)CC1	-8	-4
CCc1ccc(NC(=O)NCc2ccccn2)cc1	-9	5
COc1ccc(OC)c(C2C(C(C)=O)=C(C)Nc3ncnn32)c1 (stereo unspecified)	-6	-2
CNc1cccc(-c2ccc(N3CCN(C)CC3)nc2)n1	5	62
O=C(CCCCCCN1C(=O)c2ccccc2C1=O)NC1CCCCC1	-13	6
O=C(CN1CCN(S(=O)(=O)c2ccc(F)cc2)CC1)NCC1(N2CCOCC2)CCCCC1	16	-12
COc1cccc(CN(C)C(=S)Nc2ccc(C)c(C)c2)c1	0	-5
Cc1cc(C)cc(NC(=O)CSc2nnc(CNC(=O)c3ccco3)n2C)c1	6	1
CC(C)N(Cc1ccc(F)cc1)C(=O)c1cc2ccccc2oc1=O	0	-1
Nc1ccc(C#Cc2ccc3sc4ccccc4c(=O)c3c2)cc1	2	1
S=C(NCc1ccc(Cl)cc1)NCc1ccco1	-21	-1
COc1ccc(CN2CCNC(=O)C2CC(=O)N2CCc3ccccc3C2)c(OC)c1 (stereo unspecified)	-3	6
SMILES	TAG inh	TAG inh DAPI viability
COc1ccc(CC(=O)NC(=S)NNC(=O)COc2c(C)cccc2C)cc1	-5	15
O=C1NN=C(c2ccc(Cl)cc2)CC1c1cccc(Cl)c1 (stereo unspecified)	18	-2
COC(=O)c1cccc(C23CC4(C2)[C@H](CN(C)[C@@H]4c2ccccc2)C3c2ccccc2)c1 (stereo partly specified)	0	19
CCOC(=O)C[C@H]1c2ccccc2S(=O)(=O)N1c1ccccc1	-7	-14
O=C(CSc1nnc(Nc2ccccc2)s1)NC1CCS(=O)(=O)C1 (stereo unspecified)	-2	-1
Cc1cc(C)c2c(=O)n(CC(=O)Nc3cccc(Cl)c3C)sc2n1	-2	3
CC(=O)c1c(O)cc2c3c1OC(C)(C)C1CCC(C)(CC31)O2 (stereo unspecified)	0	-4
COc1ccc(-n2c(C)cc(C(=O)COC(=O)c3cc(NC(=O)c4cccs4)c(OC)c(OC)c3)c2C)cc1	10	-6
COc1ccc2c(c1OC)C(=O)N(c1ccc(C)cc1)C2=O	6	-11
CC1(OC(=O)C2CCCC2)C(=O)C=C2C=C(c3ccsc3)N(Cc3ccc4c(c3)OCO4)C=C2C1=O (stereo unspecified)	1	-3
CCCc1cc(NCCCn2ccnc2)n2nc(C)c(-c3ccccc3)c2n1	-11	15
O=C(CCC(=O)N(CC(=O)NC1CCCC1)Cc1ccc2c(c1)OCO2)Nc1ccccn1	0	-5
CCOC(=O)c1ccc(NS(=O)(=O)c2cnc[nH]2)cc1	-4	-2
Cn1c2c(c(=O)n3ncnc13)CCCC2	0	-6
OCCN1CCN(c2nccn3ccnc23)CC1	5	6
CCc1ccc(N2CC(C(=O)OCC(=O)NNC(=O)c3ccccc3)CC2=O)cc1 (stereo unspecified)	-5	4
Cc1ccccc1Nc1nc(N)nc(COC(=O)C(NC(=O)c2ccco2)C(C)C)n1 (stereo unspecified)	-18	7
CCC(=O)NCCSc1c[nH]c2ccccc12	-1	-6
O=C(c1cccc(S(=O)(=O)NCc2ccccc2)c1)N1CCN(c2ccccc2)CC1	-13	-1
Cc1ccc(C(=O)NC(C)c2ccc3c(c2)OCO3)s1 (stereo unspecified)	-3	9
CC(C)C(=O)N1CCCC1(C)C(=O)N(C)Cc1cccc2ccccc12 (stereo unspecified)	8	-3
Cc1cc(C)cc(Oc2nc(C(F)(F)F)nc3ccccc23)c1	36	-9
Cc1ccccc1NC(=S)N(Cc1ccccn1)Cc1ccccc1Cl	-23	7
COc1cccc(CCNC(=O)c2cc(COc3ccc(C)c(C)c3)on2)c1OC	-15	-9
Cn1c(=O)c2[nH]c(Cc3cccc4ccccc34)nc2n(C)c1=O	-5	9

Single records (already shown). Order of values: TAG inh | TAG inh DAPI viability
CCOC(=O)c1ccc(NS(=O)(=O)c2cnc[nH]2)cc1 in the list: -4 | -2
O=C(CSc1nnc(Nc2ccccc2)s1)NC1CCS(=O)(=O)C1 (stereo unspecified) in the list: -2 | -1
CCc1ccc(N2CC(C(=O)OCC(=O)NNC(=O)c3ccccc3)CC2=O)cc1 (stereo unspecified) in the list: -5 | 4
Cc1ccccc1Nc1nc(N)nc(COC(=O)C(NC(=O)c2ccco2)C(C)C)n1 (stereo unspecified) in the list: -18 | 7

Additional records.
SMILES	TAG inh	TAG inh DAPI viability
Cc1cc(OCc2cc(C(=O)NCC3(C)COC3)no2)cc(C)c1Cl	-6	5
CC1(C)CC(=O)C(C=Nc2cc(C(=O)c3ccccc3)ccc2N)=C(O)C1	5	-4
CC(C)C1C(=O)N(Cc2cn(CCC3OCCCO3)nn2)CCS(=O)(=O)N1Cc1ccc(-c2ccc(Cl)cc2)cc1 (stereo unspecified)	3	4
Cc1ccc(S(=O)(=O)NCCC(=O)N2CCC(C)CC2)cc1	-4	7
CCN(CC)C(=O)c1ccc(Nc2nnc(-c3ccc(O)cc3)c3ccccc23)cc1	10	-1
O=C(Cc1ccccc1)NC(c1ccco1)c1c(O)ccc2ccccc12 (stereo unspecified)	-14	12
COc1cc(-n2c(=O)c3ccccc3n(Cc3cccc(C)c3)c2=O)cc(OC)c1OC	1	-1
COc1ccc(S(=O)(=O)Nc2c(C)cc(C)cc2C)c2cccnc12	-11	-5
Cc1cnn(-c2cc(N/N=C/c3ccccc3Cl)ncn2)c1	4	-6
CCC(O)c1cnc(OCc2ccccc2)nc1OCc1ccccc1 (stereo unspecified)	8	1
COc1ccc2nc(C)cc(SCC(=O)NNC(=O)COc3ccccc3)c2c1	20	0
CC1CCN(C2CCN(C(=O)c3ccccc3F)CC2)CC1	-1	-2
CCCCN1C(=O)c2ccc(C(=O)NC3=NCCS3)cc2C1=O	23	4
CCN(CC)CCN(C(=O)c1ccc(S(=O)(=O)N(C)C2CCCCC2)cc1)c1nc2ccc(OC)cc2s1	20	-3
NS(=O)(=O)c1ccc(-n2cccc2C=O)cc1	10	-10
CN(Cc1ccccn1)C(=O)CC1C(=O)NCCN1Cc1cccc(Oc2ccccc2)c1 (stereo unspecified)	-4	-3
Cc1cc2c(cc1S(=O)(=O)NCc1ccc(Cl)cc1)OCC(=O)N2	-18	24
CCOc1ccc(NC(=O)CN(C)c2ccc(S(=O)(=O)N(C(C)C)C(C)C)cn2)cc1OCC	40	0
CCCn1nc(NC(=O)c2ccco2)c2cc3ccc(C)cc3nc21	-17	13
COc1cccc(NC(=O)CSCC(=O)Nc2ccccc2)c1	-17	9

Arranged by heavy-atom count (falling): some entries from above.
SMILES	TAG inh	TAG inh DAPI viability
CCN(CC)CCN(C(=O)c1ccc(S(=O)(=O)N(C)C2CCCCC2)cc1)c1nc2ccc(OC)cc2s1	20	-3
COc1cc(-n2c(=O)c3ccccc3n(Cc3cccc(C)c3)c2=O)cc(OC)c1OC	1	-1
CCCn1c(N)c(C(=O)CSc2nnc(-c3cccs3)n2C2CC2)c(=O)[nH]c1=O	9	-5
COc1ccc(OC)c(C2C(C(C)=O)=C(C)Nc3ncnn32)c1 (stereo unspecified)	-6	-2
CN1CCN(NC(=O)/C=C/c2cccc(Cl)c2)CC1	3	4

From PubChem BioAssay
